KDM5B inhibitor: KDM5B demethylase inhibition. Q9UGL1. KDM5B demethylase, FDH-coupled NADH fluorescence (FDH is formaldehyde dehydrogenase). Potency, µM (doses to about 57.7 µM), without a hit: at the top dose activity change, negative = inhibition, actives largely listed as inhibitors. actives 2.6% (n = 220,000). AID 1347165; active = well fitted inhibition curve with a large enough effect; inconclusive = small, poorly fitted or top-dose-only effect; inactive = no such curve, though single readings can be large or run the other way; note: 0% is about no effect; nearly all actives have a fitted effect of over 70% in size
Target sequence (Q9UGL1 whole entry, looked up): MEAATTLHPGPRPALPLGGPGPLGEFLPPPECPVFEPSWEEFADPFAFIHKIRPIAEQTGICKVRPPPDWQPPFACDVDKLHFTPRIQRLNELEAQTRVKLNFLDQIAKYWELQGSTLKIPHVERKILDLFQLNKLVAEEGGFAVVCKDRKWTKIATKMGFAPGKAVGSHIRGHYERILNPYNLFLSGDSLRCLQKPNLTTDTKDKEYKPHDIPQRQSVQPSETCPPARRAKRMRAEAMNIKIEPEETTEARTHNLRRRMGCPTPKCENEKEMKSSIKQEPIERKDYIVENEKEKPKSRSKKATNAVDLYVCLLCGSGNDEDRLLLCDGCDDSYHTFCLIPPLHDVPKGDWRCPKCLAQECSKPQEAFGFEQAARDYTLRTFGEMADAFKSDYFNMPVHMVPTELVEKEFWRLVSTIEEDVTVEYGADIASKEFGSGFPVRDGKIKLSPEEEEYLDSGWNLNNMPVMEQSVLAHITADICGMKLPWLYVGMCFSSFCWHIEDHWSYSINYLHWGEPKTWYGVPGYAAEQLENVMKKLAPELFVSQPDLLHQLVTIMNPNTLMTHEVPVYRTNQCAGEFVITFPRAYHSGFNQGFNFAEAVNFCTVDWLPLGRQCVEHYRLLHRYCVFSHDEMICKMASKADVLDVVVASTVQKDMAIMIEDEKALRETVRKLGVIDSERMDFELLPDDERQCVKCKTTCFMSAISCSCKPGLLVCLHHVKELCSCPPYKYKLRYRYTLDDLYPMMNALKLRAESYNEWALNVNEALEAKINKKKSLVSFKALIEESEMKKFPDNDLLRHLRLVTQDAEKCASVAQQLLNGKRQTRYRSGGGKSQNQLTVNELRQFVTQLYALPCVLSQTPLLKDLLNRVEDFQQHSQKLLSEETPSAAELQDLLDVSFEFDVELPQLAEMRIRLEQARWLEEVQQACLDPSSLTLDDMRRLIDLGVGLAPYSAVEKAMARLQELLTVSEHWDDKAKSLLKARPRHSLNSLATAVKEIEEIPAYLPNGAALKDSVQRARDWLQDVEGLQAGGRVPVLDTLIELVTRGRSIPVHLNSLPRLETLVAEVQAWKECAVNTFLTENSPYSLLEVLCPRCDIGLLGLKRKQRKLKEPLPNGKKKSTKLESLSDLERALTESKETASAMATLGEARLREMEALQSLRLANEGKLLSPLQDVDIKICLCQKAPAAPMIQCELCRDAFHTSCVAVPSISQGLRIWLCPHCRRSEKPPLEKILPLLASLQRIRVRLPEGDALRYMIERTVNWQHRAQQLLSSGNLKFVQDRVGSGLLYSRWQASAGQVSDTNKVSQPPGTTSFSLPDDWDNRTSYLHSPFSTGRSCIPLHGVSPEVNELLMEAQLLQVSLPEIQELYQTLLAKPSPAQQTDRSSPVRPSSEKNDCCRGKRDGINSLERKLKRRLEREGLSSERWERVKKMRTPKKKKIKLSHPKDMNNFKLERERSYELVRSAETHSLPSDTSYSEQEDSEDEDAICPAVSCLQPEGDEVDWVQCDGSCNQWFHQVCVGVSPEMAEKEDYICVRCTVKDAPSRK
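Coupled FDH/NAD⁺ fluorescence readout. KDM5BΔAP 200 nM final; compound titration, 10 min RT preincubation; substrate mix 12.5 µM H3K4me3, 25 µM 2-OG, 50 µM Fe(II), 100 µM ascorbate, 0.25 mM NAD⁺, 0.25 U/mL FDH; ΔRFU over 30 min.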
* hit, by the source's call; i = inactive; ? = inconclusive; & = joins results of further samples; [ ] = dose if it differs, or a comment. Potency is the fitted concentration of half-maximal effect. The list is partial; rates above refer to the full screens.

The opening 6 compounds, to show the layout:
SMILES | KDM5B inhibitor
COc1ccc(S(=O)(=O)NCC(=O)O)cc1OC | 8%
Cc1oc(-c2cccs2)nc1CC(=O)N1CCC2(CC1)NC(=O)NC2=O | i
Cc1ccsc1C(=O)NC1CCCN(c2cc(N(C)C)ncn2)C1 (stereo not given) | 28%
C=CCNS(=O)(=O)c1cccs1 | 22%
COc1ccccc1CC(=O)Nc1ccc2nc(N3CCC(C)CC3)cc(C)c2c1 | ?
COc1ccc(-n2c(=O)c3c(c4cc(OC)ccc4n3C)n(CC(=O)NCC3CCCO3)c2=O)cc1 (stereo not given) | ?

This part in full, previewed entries included:
SMILES | KDM5B inhibitor
COc1ccc(S(=O)(=O)NCC(=O)O)cc1OC | 8%
Cc1oc(-c2cccs2)nc1CC(=O)N1CCC2(CC1)NC(=O)NC2=O | i
Cc1ccsc1C(=O)NC1CCCN(c2cc(N(C)C)ncn2)C1 (stereo not given) | 28%
C=CCNS(=O)(=O)c1cccs1 | 22%
COc1ccccc1CC(=O)Nc1ccc2nc(N3CCC(C)CC3)cc(C)c2c1 | ?
COc1ccc(-n2c(=O)c3c(c4cc(OC)ccc4n3C)n(CC(=O)NCC3CCCO3)c2=O)cc1 (stereo not given) | ?
CC(=O)c1c(C)[nH]c(C(=O)Nc2cccc3ccccc23)c1C | -8%
O=C(NC[C@H]1OC[C@@H](NCc2ncc[nH]2)[C@@H]1O)c1cccs1 | 29%[86.2 µM]
CC(=O)NC(CC(=O)N(CC(F)(F)F)C1CC1)c1cccs1 (stereo not given) | 18%
COC1CCCN(c2cc(-c3ccc(Cl)cc3)nc3c(C)noc23)C1 (stereo not given) | -13%[86.2 µM]
CC(C)N1C(=O)C2(CCCC2)C1C(=O)Nc1ccc2c(c1)N(C)CCC2 (stereo not given) | 32µM*
O=C1NC2(CCN(Cc3ccc(OC(F)(F)F)cc3)C2)Oc2ccccc21 (stereo not given) | 3%
NC(=S)Nc1cccc2ncccc12 | -20%
Cc1ccc(-c2nn(CC(=O)NCc3ccccc3)c3c2cnc2ccc(F)cc23)cc1C | -15%
COc1cc(CNc2nc(-c3c(C)noc3C)cc3cc(C)oc23)cc(OC)c1 | 32µM*
COc1cc(/C=C/c2ccc3cccc(O)c3n2)ccc1O | ?
CCn1c2c(c(=O)n1Cc1ccccc1)CCN(C(=O)C1CCC(OC)CC1)C2 (stereo not given) | -4%[86.2 µM]
C=CCNc1nc(N)c(C(=O)c2ccc(Cl)cc2)s1 | 1%
CCOc1cccc2cc(C(=O)NCc3ccc(OC(F)F)c(OC)c3)c(=O)oc12 | -16%
COCC(=O)N1CC(C(=O)NC2CCCCC2)C2(CCOCC2)C1 (stereo not given) | -22%
CC(=O)N/C(=C/c1ccccc1)C(=O)OC(C)C(=O)NC(C)c1ccc(Cl)cc1Cl (stereo not given) | 14%
C[C@H](C(=O)N1Cc2ccccc2CC2(CCN(Cc3ccncc3)CC2)C1)c1ccccc1 | ?
COc1ccc(C(=O)NCC(=O)N2CCCCCCNC(=O)CC2c2ccccc2)cc1 (stereo not given) | 15%
CC(=O)NC1(C)CCCN(Cc2cc(-c3cccc(N4CCOCC4)c3)cs2)C1 (stereo not given) | -11%[86.2 µM]
O=C(NCc1ccccc1)c1cn(C2CN(C(=O)NCc3ccccc3)C2)nn1 | 19%
CC1(C)OC(=O)C(=CNNc2c(Cl)cc(Cl)cc2Cl)C(=O)O1 | 24%
CC1=C(C(=O)Nc2cc(Cl)ccc2C)C2(CCCCC2)OC1=O | -9%
Cc1ncn(CC(=O)N[C@H]2CCOC[C@H]2C2CCOCC2)c1C | -20%
O=C1Nc2ccc(-c3ccc4c(c3)OCO4)cc2C(=O)N2CCN(C(=O)COc3ccccc3)C[C@H]12 | 28µM*
CN1CC(=O)N(C2CNC2)Cc2c1ncnc2N1CCCCC1 | ?
COCCNC(=S)N/N=C/c1cc(OC)c(OC)cc1OC | ?
N#Cc1cccc(Oc2ccc(C(=O)c3ccccc3)cc2)c1C#N | 3%
CCS(=O)(=O)N1CC(F)(F)C[C@H]1c1nc(-c2cccnc2)no1 | 30%
CNC(=O)c1ccc(-c2nc(CN3CCN(C(=O)Nc4cccc(C)c4)CC3)c(C)o2)cc1 | -11%
COc1ccc(Oc2nc(-c3ccccn3)nc3ccccc23)cc1 | -14%&33%
O=S(=O)(CCSc1ccc(Br)cc1)c1ccc(Cl)cc1 | 10%
Cc1cc(=O)oc2cc(OCC(=O)Nc3ccc(O)c(C(=O)O)c3)ccc12 | ?
O=C(CSc1nccn1Cc1ccc2c(c1)OCO2)Nc1ccccc1F | -2%
Cc1cc(C(F)F)n2ncc(C(=O)NCc3ccc(F)cc3)c2n1 | -1%
CCN(c1ccccc1)S(=O)(=O)c1nnc(NC(=O)c2ccccc2)s1 | -13%
Cc1ccc(C)c(N2CCN(C(=O)c3ccc4[nH]c(C)c(C)c4c3)CC2)c1 | ?
CNc1ccc(-c2nc(-c3ccccn3)no2)cc1[N+](=O)[O-] | -11%
Cc1noc(C)c1-c1cc2c(c(-c3cccc(O)c3)c1)C(=O)N(C)C2 | -2%[86.2 µM]
O=C1c2ccccc2S(=O)(=O)N1Cc1nc(-c2ccc(Cl)cc2Cl)cs1 | -2%
CC(C)CCC(CCNCc1ccco1)c1ccco1 (stereo not given) | -22%
COc1ccc(OCCCOc2ccc(Cl)cc2/C=N/NC(N)=O)cc1 | 13%
N#CC1(NC(=O)CNc2ccc(F)cc2Cl)CCCC1 | 20%
CN1CCC(Oc2ccc(C(N)=O)cn2)CC1 | 2%
CC(CCc1ccccc1)NC(=O)Cn1cccc1-c1nc(-c2ccccc2)no1 (stereo not given) | -11%
CC(C)Cc1nc(N2CCN(C(=O)C(=O)NCCc3ccccc3)CC2)c(C#N)c2c1CCCC2 | -22%
Cc1nn2c(c1-c1ccccc1C(C)C)N(C(=O)c1cccc(N(C)C)c1)CCC2 | 5%[86.2 µM]
CC(=O)Oc1ccc2c(c1)C(=O)c1ccccc1C2=O | -4%
Cc1ccc(C(C)C)c(OCC(=O)Nc2cc(C(F)(F)F)ccc2N2CCOCC2)c1 | 3%
Cc1noc(-c2ccn3c(CNC(=O)c4cc(Cl)ccc4F)nnc3c2)n1 | ?
CC(C)n1nnc2cc(C(=O)N(C)CC(=O)Nc3cccc(C#N)c3)ccc21 | 15%
COc1ccc(N)cc1OC1CCCC1 | -11%
O=C(NCc1ccc(Cl)cc1Cl)C1CCCN(c2ncnc3nc[nH]c23)C1 (stereo not given) | -10%
CCNC(=O)C(C)Sc1nc(-c2ccco2)nc2ccccc12 (stereo not given) | ?
COc1ccc(C(=O)N2CCC(c3noc(COc4ccc(F)cc4)n3)CC2)cn1 | -14%
NNc1cc(C(F)(F)F)ccc1Cl | -26%

Going on with the list.
SMILES | KDM5B inhibitor
Cc1ccc(Cc2nc3ccccc3nc2SCC(=O)N2CCN(c3ccccc3)CC2)cc1 | ?
Cc1cccc(NC(=O)Cc2c(C)nc3nc(-c4cccs4)nn3c2C)c1C | ?
COCCN1CCCC2(CCN(C(=O)c3ncoc3C3CC3)C2)C1=O (stereo not given) | 46%[activator]
Cc1nc(NC2CC2)sc1C(=O)NCCc1ccccc1 | 4%
CN1CCN(Cc2nnc(C3CCN(Cc4cccnc4N)CC3)n2C)CC1 | ?
CC(=O)N1CCC2(CC1)CC(=O)c1ccc(OCC(=O)NCCC(C)C)cc1O2 | 3%
COc1ccc(C(C)=O)cc1CN1CCC(CN(C)Cc2ccccc2)CC1 | 9%
O=C(Nc1nc2ccccc2c(=O)s1)c1ccc(F)cc1Cl | -24%
O=C(CCCCn1c(=O)c2ccccc2n(Cc2ccc(F)cc2Cl)c1=O)NCCc1ccc(Cl)cc1 | -13%
CC(CCc1ccccc1)NC(=O)CCC1CCCC1 (stereo not given) | 24%
COc1cccc(C(=O)N2CCC(C(NC(=O)c3ccc(F)cc3)C(=O)NCC(C)C)CC2)c1 (stereo not given) | 18%
CCN(CC)c1ccc(CC2C(=O)N(C)c3ccc(Br)cc32)cc1 (stereo not given) | ?
CN(C)Cc1ccc(O)cc1 | 5%
CCCOc1cccc(C(=O)Nc2ccc3oc(-c4cccnc4)nc3c2)c1 | ?
COc1ccc(C2CCCN2CC(=O)N2CCN(c3cccc(C(F)(F)F)c3)CC2)c(OC)c1 (stereo not given) | -10%
COc1ccc(-c2nc(C(C)C)nc3c2CCN([S+](=O)([O-])c2cccs2)CC3)cc1 | -11%
CCc1nncn1C1CCN(C(=O)c2nn(C)c3ccccc23)C1 (stereo not given) | 13%
Clc1cccc(-n2ncc3c(N4CCCCC4)ncnc32)c1 | 3%
Cc1c(C(=O)N2CCOC(C)C2)cnn1-c1ccccc1F (stereo not given) | 17%
CCc1ccc2c(c1)c(=O)c(S(=O)(=O)c1ccc(F)cc1)cn2CC(=O)Nc1ccc(C)cc1C | ?
CN1[C@@H](CCC(=O)N2CCCC2)CNC(=O)[C@@H]2[C@H]1CCN2Cc1nc2ccccc2n1C | -20%
O=C(NCc1ccccc1)c1cc2ccc3cccnc3c2[nH]1 | 9%
N#C/C(=C/c1ccc2ncccc2c1)c1nc2ccccc2[nH]1 | ?
C[S+](=O)([O-])CCn1ncc2cc(OCc3cccc(-c4ccc(Cl)cc4)c3)ccc21 | ?
CCNC(=O)NC(=O)CN(CC)CC(C)C(=O)OC (stereo not given) | -14%
CCOC(=O)c1ccc(NC(=O)CSc2nc3cc4ccccc4cc3[nH]2)cc1 | ?
CCOc1ccccc1Oc1coc2cc(OC(=O)c3ccc(F)cc3)ccc2c1=O | 10%
Cc1ccccc1N1CCN(c2ncccc2CNC(C)Cn2cncn2)CC1 (stereo not given) | -6%
OCCC1CN(c2ccc(-c3nc(CCCc4ccccc4)no3)cn2)CCO1 (stereo not given) | 20µM*
CCN(CC)C(=O)c1ccccc1NS(=O)(=O)C(F)(F)F | 6%
CCOC(=O)c1c(C)[nH]c(C)c1S(=O)(=O)N(C)CC(=O)Nc1cc(Cl)ccc1OC | -11%
O=C(O)CCCNC(=O)Cn1nc2c(cc1=O)CCCCC2 | -23%
O=C(CCc1c[nH]c2ccccc12)N1CCCCCC1 | 8%
CC(C)CCn1c(SCCO)nc2c1c(=O)[nH]c(=O)n2C | 14%
COc1ccc(C(=O)NCC2Cn3cccc3C(=O)N2CC(C)C)cn1 (stereo not given) | 7%
CCSc1nc2c(c(=O)[nH]c(=O)n2C)n1CC(O)COc1ccccc1C (stereo not given) | 6%
CCC1=C(C(=O)OC)C(c2ccccc2)N2C(CC(=O)N3CCC(C)CC3)=CSC2=N1 (stereo not given) | -28%
O=C(NCc1cccs1)c1ccc2c(c1)OCCCO2 | 0%
COC(=O)C1=CN(CC(=O)Nc2ccccc2)S(=O)(=O)N=C1C | 17%
CCOC(=O)c1cc(-c2ccc(S(=O)(=O)Nc3c(C)cccc3C)s2)on1 | -7%
O=Cc1ccc(-c2cccc(Cl)c2)cc1 | 32µM*
Cc1cc(C)n(/C(=C\N(C)C)C(=O)c2cccc([N+](=O)[O-])c2)n1 | 21%
CCCS(=O)(=O)N1CCC(Oc2ccc(-c3noc(CC)n3)cc2)C1 (stereo not given) | 7%
CCOC(=O)CCNC(=O)c1ccc2c(c1)N(CC)C1CCCCCN1C2=O (stereo not given) | ?
O=C(Nc1ccc2c(N3CCOCC3)ncnc2c1)c1ccc(F)c(Cl)c1 | ?

Molecules from the list above that contain a thiophene ring, fused or not:
SMILES | KDM5B inhibitor
Cc1oc(-c2cccs2)nc1CC(=O)N1CCC2(CC1)NC(=O)NC2=O | i
Cc1ccsc1C(=O)NC1CCCN(c2cc(N(C)C)ncn2)C1 (stereo not given) | 28%
C=CCNS(=O)(=O)c1cccs1 | 22%
O=C(NC[C@H]1OC[C@@H](NCc2ncc[nH]2)[C@@H]1O)c1cccs1 | 29%[86.2 µM]
CC(=O)NC(CC(=O)N(CC(F)(F)F)C1CC1)c1cccs1 (stereo not given) | 18%
CC(=O)NC1(C)CCCN(Cc2cc(-c3cccc(N4CCOCC4)c3)cs2)C1 (stereo not given) | -11%[86.2 µM]
Cc1cccc(NC(=O)Cc2c(C)nc3nc(-c4cccs4)nn3c2C)c1C | ?
COc1ccc(-c2nc(C(C)C)nc3c2CCN([S+](=O)([O-])c2cccs2)CC3)cc1 | -11%
O=C(NCc1cccs1)c1ccc2c(c1)OCCCO2 | 0%
CCOC(=O)c1cc(-c2ccc(S(=O)(=O)Nc3c(C)cccc3C)s2)on1 | -7%

Next part
SMILES | KDM5B inhibitor
COCCN1C(=O)CCC2(C(=O)NCCCN3CCCC3)CCCC=C12 (stereo not given) | -12%
O=c1c2cc3c(nc2ncn1Cc1ccccc1F)CCCC3 | -14%
Cn1cc(S(=O)(=O)N2CCCCC2)cc1C(=O)N1CCN(c2ccc(F)cc2)CC1 | -29%
O=C(N[C@@H]1CCOC[C@H]1OCC1CCC1)c1ccc(-n2cnnc2)cc1 | 34%
O=C(O)CC1(CC(=O)O)CCCC1 | 11%
C/C(=N/NC(=O)CNC(=O)c1cccnc1)c1ccc(Cl)c(Cl)c1 | 9%
CCC(=O)N1CCc2sc(C(=O)N3CCN(c4cccc(Cl)c4)CC3)cc2C1 | 4%
COc1ccc(NC(=O)c2sc3nc4n(c(=O)c3c2C)CCC4)cc1Cl | -7%
CCN(CC)c1ccc(-c2nnc(SC(C)C(=O)NC3CCCCCC3)o2)cc1 (stereo not given) | -17%
CC(=O)Nc1ccc(NC(=O)COC(=O)Cc2cccc3ccccc23)cc1 | -8%
COc1ccc(CN2CCNc3cc(Nc4cccnc4)ncc3C2)cc1O | -39%[86.2 µM]
Cc1cccc(CN2CCc3nc(N(C)Cc4cccnc4)[nH]c(=O)c3CC2)c1 | -12%
N#Cc1cccc(CN2CCCC(CNS(=O)(=O)Cc3ccccc3)C2)c1 (stereo not given) | -29%
Cc1oc2cc(OC(C)C)ccc2c(=O)c1-c1ccc2c(c1)OCCO2 | -6%
Cc1cc(C)n(-c2nc3ccccc3nc2N2CCN(Cc3ccccc3)CC2)n1 | -17%

Bioassay records (PubChem)
